High-throughput results: PubChem, several laboratories
BAP1 block = blocks human BAP1 ubiquitin-AMC hydrolysis | Q92560 | recombinant BAP1, Ub-AMC hydrolysis fluorescence kinetic; active compounds read low | activity remaining (% of control), % at 20 µM | 72,000 compounds, 0.48% hits;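 active = activity remaining at or below 50% of control, provided the compound also passes the data quality filters; inactive = the rest, including low values that fail the filters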;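 also: 100% = DMSO wells rate and 0% = substrate alone blank rate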
HePTP inh = human HePTP phosphatase inhibition; recombinant HePTP phosphatase activity, OD absorbance; 110,000 compounds, 0.64% hits; inhibition, % at 20 µM; in the data active = inhibition above about 50%;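 also: plate controls were vehicle for no effect and reference inhibitor for full effect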
Target sequence (P35236 whole entry, looked up): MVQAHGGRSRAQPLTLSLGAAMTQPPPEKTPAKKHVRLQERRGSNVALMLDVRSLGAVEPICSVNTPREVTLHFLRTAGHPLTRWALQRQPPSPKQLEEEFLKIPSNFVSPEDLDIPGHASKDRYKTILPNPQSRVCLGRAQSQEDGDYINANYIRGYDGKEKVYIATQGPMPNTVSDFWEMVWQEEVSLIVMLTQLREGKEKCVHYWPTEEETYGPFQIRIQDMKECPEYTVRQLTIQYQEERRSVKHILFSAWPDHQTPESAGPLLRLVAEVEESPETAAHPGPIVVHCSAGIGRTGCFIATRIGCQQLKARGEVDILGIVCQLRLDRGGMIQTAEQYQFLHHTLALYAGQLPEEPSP
Active calls of the source: *; & = joins results of further samples.

`Cc1ccnc(NC2c3ccccc3C(=O)N2Cc2ccccc2Cl)c1` (configuration not stated) gave BAP1 block 94 and HePTP inh -10.
For COc1cc(/C=C2/C(=O)NC(=O)N(c3ccccc3C)C2=O)ccc1OCCOc1ccccc1 the results were HePTP inh 8.
`COc1ccc(CCNC(=O)CSc2nnc(CNC(=O)c3cccs3)o2)cc1OC` gave BAP1 block 100 and HePTP inh 6.
COc1ccc(CNC(=O)C2CCCN(S(=O)(=O)c3cc(C)ccc3OC)C2)cc1 (configuration not stated) was read as BAP1 block 71 and HePTP inh 0.
Screening Cc1ccc(-n2[nH]c(=O)c(/C=c3/c(C)c(C#N)c4nc5ccccc5n4c3=O)c2O)cc1C returned HePTP inh 102*.
O=S(=O)(Nc1ccccc1)c1cc(S(=O)(=O)Nc2ccccc2)c2cc(O)ccc2c1 was read as HePTP inh -3.
For CC(=O)Cc1nsc(NC(=O)c2ccc(Br)o2)n1 the results were BAP1 block 110.
For CN(C(=O)COc1nnc(-c2cccs2)c(-c2cccs2)n1)c1ccccc1 the results were BAP1 block 62 and HePTP inh 3.
`CCOC(=O)c1ccc2[nH]c(C)cc(=O)c2c1` gave BAP1 block 102 and HePTP inh 8&-7.
Screening CCC(=O)Nc1cc(NC(=O)CSc2ncc(-c3ccc(F)cc3)n2Cc2ccco2)ccc1C returned HePTP inh 0.
COc1ccc(C(=O)CC(c2ccccc2)C2CCCCC2=O)cc1 (configuration not stated) was read as HePTP inh -11.
Screening Cc1cc(CC(=O)O)c(C)cc1CC(=O)O returned BAP1 block 85 and HePTP inh 4.

An excerpt from above in order of number of heavy atoms, ascending.
COc1ccc(C(=O)CC(c2ccccc2)C2CCCCC2=O)cc1 (configuration not stated) was read as HePTP inh -11.
O=S(=O)(Nc1ccccc1)c1cc(S(=O)(=O)Nc2ccccc2)c2cc(O)ccc2c1 was read as HePTP inh -3.
Screening Cc1ccc(-n2[nH]c(=O)c(/C=c3/c(C)c(C#N)c4nc5ccccc5n4c3=O)c2O)cc1C returned HePTP inh 102*.

The list goes on:
Screening C=CCn1c(C)cc(C(=O)COC(=O)COc2ccccc2C#N)c1C returned BAP1 block 81 and HePTP inh -3.
`N#Cc1nc(-c2ccc(OCc3ccccc3Cl)cc2)oc1NCCCn1ccnc1` gave BAP1 block 224 and HePTP inh 3.
CCC(=O)Nc1cccc(Oc2ccc3c(c2)C(=O)N(c2ccc(OC)cc2)C3=O)c1 was read as HePTP inh 4.
For CCc1nnc(NS(=O)(=O)c2ccc(N/C=C\C(=O)c3ccc4ccccc4c3)cc2)s1 the results were HePTP inh 2.
COc1ccccc1NC(=O)c1ccccc1SC was read as BAP1 block 130 and HePTP inh 5.
`Cc1ccc(-c2nnc(CSc3nnc(C)s3)o2)cc1` gave BAP1 block 126 and HePTP inh -5.
For CC(C)(Oc1ccc(C2CCCCC2)cc1)C(=O)O the results were HePTP inh 0.
Screening Cc1cccc(NC(=O)C2COc3ccccc3O2)c1 (configuration not stated) returned HePTP inh -4.
For COC(=O)C[n+]1ccccc1CCC#N the results were HePTP inh -5.
COc1ccccc1CC1CC(=O)N(c2cccc(Cl)c2C)C1=O (configuration not stated) was read as HePTP inh 7.
Screening CCCSc1nc2c(cnn2-c2ccc(C)cc2)c(=O)[nH]1 returned BAP1 block 63 and HePTP inh 1.
For COc1cc2cc(C)c3nnc(SCC(N)=O)n3c2cc1OC the results were BAP1 block 100 and HePTP inh 6.

4 compounds drawn at random from those above:
For CCc1nnc(NS(=O)(=O)c2ccc(N/C=C\C(=O)c3ccc4ccccc4c3)cc2)s1 the results were HePTP inh 2.
Screening CCCSc1nc2c(cnn2-c2ccc(C)cc2)c(=O)[nH]1 returned BAP1 block 63 and HePTP inh 1.
For COc1cc2cc(C)c3nnc(SCC(N)=O)n3c2cc1OC the results were BAP1 block 100 and HePTP inh 6.
For COC(=O)C[n+]1ccccc1CCC#N the results were HePTP inh -5.

Next section.
For COc1cc(OC)c(C2NC(=O)NC(C)=C2C(=O)Nc2ccccc2C)cc1OC (configuration not stated) the results were HePTP inh 0.
Screening CCOC(=O)c1[nH]c2cc3c(cc2c1CCCN1C(=O)c2ccccc2C1=O)OCCO3 returned BAP1 block 96 and HePTP inh 2.
For O=C(CC1SC2=NCCN2C1=O)Nc1ccc(Cl)cc1 (configuration not stated) the results were BAP1 block 108 and HePTP inh 0.
For CCOC(=O)C1(C(F)(F)F)N=C(N(C)C)OC(N(C)C)=N1 the results were BAP1 block 93 and HePTP inh 4.
COc1cc(C(=O)OCC(=O)NC2CCCC2)cc(NC(=O)c2ccco2)c1OC was read as BAP1 block 158 and HePTP inh 6.
For Cc1cnc(NC(=O)CSc2nnc(Cc3ccccc3)n2C)s1 the results were BAP1 block 108 and HePTP inh 8.
Screening Cc1ccc(-c2noc(-c3cccs3)n2)cc1 returned BAP1 block 93 and HePTP inh 4&-16.
`COC(=O)C1CCN(Cc2cc(=O)oc3cc(OC)ccc23)CC1` gave BAP1 block 111 and HePTP inh 6.
`O=C(Nc1ccc(N2CCOCC2)c(Cl)c1)c1cccc(F)c1` gave BAP1 block 103 and HePTP inh 3.
For Cc1cc2ncn(C3CC(=O)N(Cc4ccccc4)C3=O)c2cc1C (configuration not stated) the results were BAP1 block 102 and HePTP inh 4.
Screening COc1ccc(Nc2ncnc3c2cnn3-c2ccccc2)cc1OC returned BAP1 block 102 and HePTP inh 17.
`O=C(O)c1ccc2c(c1)C(=O)N(c1ccc(NC(=O)c3ccc(Cl)cc3Cl)c(Cl)c1)C2=O` gave HePTP inh 4.

The final 4 entries of the part above open the next one.
`O=C(Nc1ccc(N2CCOCC2)c(Cl)c1)c1cccc(F)c1` gave BAP1 block 103 and HePTP inh 3.
For Cc1cc2ncn(C3CC(=O)N(Cc4ccccc4)C3=O)c2cc1C (configuration not stated) the results were BAP1 block 102 and HePTP inh 4.
Screening COc1ccc(Nc2ncnc3c2cnn3-c2ccccc2)cc1OC returned BAP1 block 102 and HePTP inh 17.
`O=C(O)c1ccc2c(c1)C(=O)N(c1ccc(NC(=O)c3ccc(Cl)cc3Cl)c(Cl)c1)C2=O` gave HePTP inh 4.
`CCN1CCN(Cc2c(O)c(Cl)cc3c(C)cc(=O)oc23)CC1` gave HePTP inh 3.
`Clc1ccc(CCNc2ncnc3nc[nH]c23)cc1` gave BAP1 block 85 and HePTP inh 8.
For CC1=C(C(=O)OCc2ccccc2)C(c2ccccc2Cl)C2=C(CC(C)(C)CC2=O)N1 (configuration not stated) the results were HePTP inh -2.
For Cc1c(NC(=O)CSc2nc3ccccc3n2C)c(=O)n(-c2ccccc2)n1C the results were BAP1 block 86 and HePTP inh -1&-13.
CC(C)OC(=O)c1ccc(N2C(=O)C3CC=CCC3C2=O)cc1 (configuration not stated) was read as BAP1 block 122 and HePTP inh 11.
`CCc1cccc(NC(=O)CN(c2ccc(OC)cc2)S(=O)(=O)c2c(C)n[nH]c2C)c1` gave BAP1 block 99 and HePTP inh 3.
CC1=C(C(=O)Nc2ccccc2C)C(c2ccc(Cl)cc2)C2=C(CCCC2=O)N1 (configuration not stated) was read as HePTP inh -13.
For CCCCn1cc(SCC(=O)O)c2ccccc21 the results were BAP1 block 61 and HePTP inh -1.
For CCOc1cccc(C(=O)Nc2cccc(OC)c2)c1 the results were HePTP inh 24.
`Clc1cccc(N=Cc2ccncc2)c1` gave HePTP inh 1.
For Cc1cc(C)n(-c2nnc3n2N=C(c2c[nH]c4ccccc24)CS3)n1 the results were HePTP inh 3.
Screening CCCCc1nc2ccccc2c(=O)n1NC(=O)c1c(O)c2c(n(CC(C)C)c1=O)CCCC2 returned BAP1 block 58 and HePTP inh 6.
Cn1c(NCc2ccco2)nc2c1c(=O)n(Cc1ccc(Br)cc1)c(=O)n2C was read as BAP1 block 84 and HePTP inh -8.
COc1ccc(NC(=O)COc2cccc3ccccc23)c([N+](=O)[O-])c1 was read as HePTP inh 1.
`CCc1ccc(/C=C2\C(=O)NN(c3ccc(Cl)c(Cl)c3)C2=O)cc1` gave HePTP inh 25.
For Cc1[nH]nc2c1C1(CCN(C(=O)c3ccccc3)CC1)C(C#N)=C(N)O2 the results were BAP1 block 90 and HePTP inh 14.
`COc1ccc(NC(=O)c2ccccc2NC(=O)c2ccco2)cc1` gave BAP1 block 100 and HePTP inh 10.
COc1cccc(NC(=S)NC(NC(=O)c2ccccc2)C(Cl)(Cl)Cl)c1 (configuration not stated) was read as HePTP inh -8.
`CCCCn1c(SCC(=O)Nc2ccc3c(c2)OCO3)nc2c1c(=O)n(C)c(=O)n2C` gave BAP1 block 80 and HePTP inh 2.
CN1C(=O)C(O)(C2COC(C)(C)CC2=O)c2ccccc21 (configuration not stated) was read as BAP1 block 99 and HePTP inh 6.
For CC1=Nc2ccccc2/C1=C\c1sc(=S)n(-c2ccccc2)c1O the results were HePTP inh -2.
`Cc1ccc(-c2cc(C(=O)N/N=C/c3ccc(Br)cc3)[nH]n2)cc1` gave HePTP inh 7.
Screening CCOc1ccc(Cc2nc(C)c(CC(=O)N3CCCCC3)c(=O)[nH]2)cc1 returned BAP1 block 96 and HePTP inh 9.
`O=c1c2cnn(-c3ccccc3)c2nc(-c2ccccc2)n1-c1ccc(Br)cc1` gave HePTP inh -9.
For CCCS(=O)(=O)NCCc1cc2ccc(OC)cc2[nH]c1=O the results were BAP1 block 95 and HePTP inh 2.
`CC(=O)c1sc(NC(=O)CN2C(=O)CCC2=O)nc1C` gave BAP1 block 84.
For Cc1ccc(OCC(=O)Nc2ccc(C)cc2[N+](=O)[O-])cc1 the results were HePTP inh -2.
For C=CCn1c(CSc2nc3sc4c(c3c(=O)[nH]2)CCCC4)n[nH]c1=S the results were HePTP inh 11.
Screening CCCN(CCC)CCCNC(=O)C(=O)NCc1ccco1 returned HePTP inh 6.
O=C1S/C(=C/c2ccc(Cl)cc2Cl)C(=O)N1CN1CCCCC1 was read as HePTP inh -6.
Screening COc1ccc(N(CC(=O)N2CCCCCC2)S(=O)(=O)c2ccccc2[N+](=O)[O-])c(OC)c1 returned HePTP inh 6.
For CC(C)(C(=O)O)c1ccc([N+](=O)[O-])cc1 the results were HePTP inh 8.
For O=C(Nc1cnn(C23CC4CC(CC(C4)C2)C3)c1)c1cnn2c(C(F)(F)F)cc(-c3ccco3)nc12 the results were HePTP inh 24.
CCCCOC(=O)CSC1=C(C#N)C(c2ccccc2OC)C(C#N)C(=O)N1 (configuration not stated) was read as BAP1 block 93 and HePTP inh 4.
For Cc1cccc(C(=O)Nc2sc3c(c2C(=O)N2CCCC2)CCCCC3)c1 the results were HePTP inh -14.
`C=CCN1C(=O)/C(=C\c2ccc(OCc3ccc(F)cc3)c(OCC)c2)C(=O)NC1=S` gave HePTP inh 3.
For COc1ccc(NC(=O)C23CCC(C)(C(=O)O2)C3(C)C)cc1 (configuration not stated) the results were BAP1 block 85 and HePTP inh 8.
CCN(CC)c1ccc(NC(=O)c2cc3ccccc3o2)cc1 was read as HePTP inh -2.
Screening Cc1nnc(SCC(=O)N2CCN(S(=O)(=O)c3ccccc3)CC2)n1Cc1ccccc1 returned BAP1 block 111 and HePTP inh -1.
O=C(C(c1ccccc1)c1ccccc1)N1CCN(Cc2ccncc2)CC1 was read as BAP1 block 90 and HePTP inh 13&8.
Screening CN(C)c1cccc(C(=O)Nc2cc(Cl)cc(Cl)c2)c1 returned HePTP inh 4.
Cc1cc2c(=O)n(NC(N)=O)c(C)nc2s1 was read as BAP1 block 100 and HePTP inh -1.
For O=C(Cn1cc2c(n1)CCCCC2)NCCCN1CCOCC1 the results were BAP1 block 91 and HePTP inh -2.
Screening CCN(CC)CCSc1nc(O)c(C(C)C)c(=O)[nH]1 returned BAP1 block 114 and HePTP inh 5.
Cc1oc2cc(OCC(=O)O)ccc2c(=O)c1Oc1ccccc1 was read as BAP1 block 83 and HePTP inh -2.
For CCOc1ccc(C(=O)Nc2cc(OC)ccc2OC)cc1[N+](=O)[O-] the results were HePTP inh 0.
Screening CN1C(=O)N(c2ccccc2)C(Nc2nncs2)C1(C)C (configuration not stated) returned BAP1 block 78 and HePTP inh 6.
For O=C(c1cc2nc3c(c(C(F)(F)F)n2n1)CCc1ccccc1-3)N1CCN2CCCC2C1 (configuration not stated) the results were BAP1 block 94 and HePTP inh 3.
Screening Cc1ccc(/C=N/n2nnnc2N)o1 returned BAP1 block 112 and HePTP inh 3.
COc1ccc(-c2nc(=NC(=O)c3ccco3)sn2-c2ccccc2)cc1 was read as HePTP inh 7.
`Cc1ccc(S(=O)(=O)NC(=O)Nc2cc(C)ccc2F)cc1` gave BAP1 block 102 and HePTP inh 5&5.
C/C(=N\NC(=O)c1cc(C23CC4CC(CC(C4)C2)C3)[nH]n1)c1ccc(N)cc1 was read as HePTP inh 2.
COc1cc(/C=C2/C(=O)N(c3ccccc3)N=C2C)cc(I)c1O was read as HePTP inh 4.
O=c1c2c3c(sc2nc(SCc2ccc([N+](=O)[O-])cc2)n1-c1ccccc1)CCCC3 was read as HePTP inh 3.
Screening COC(=O)c1cc(NC(=O)CCc2ccccc2)cc(C(=O)OC)c1 returned HePTP inh 6.
COC(=O)C1=C(C)N(C)C(C)=C(C(=O)OC)C1c1ccc(Cl)c([N+](=O)[O-])c1 was read as BAP1 block 50.
